AGP1-GFP MLPCN – modulators of TOR pathway AGP1-GFP in S. cerevisiae; S. cerevisiae AGP1-GFP multiplex flow cytometry, 3 h; GFP as percent of DMSO wells; GFP response vs DMSO, % at 10 µM; hit rate 0.02% among 320,000; AID 2066;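 active = GFP response relative to DMSO above a set limit, near screen average plus 3 SD, cut at about 150% in these data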;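 note: median GFP channel fluorescence of the gated AGP1 strain per well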
procasp7 counter – activates human procaspase-7, counter-screen for procaspase-3 activators | P55210 | recombinant procaspase-7, Ac-DEVD-pNA absorbance 405 nm; D23A/D198A/D206A triple mutant, cannot self-cleave; scale: DMSO 0, 5 µM enzyme 100 | activation, % at 8.5 µM | hit rate 0.093% among 330,000;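 active = percent activation above the screen-wide mean plus 3 SD, cut at about 25% in these data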
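Assay system: Uncleavable procaspase-7 mutant enzyme; Input: 2 µM procaspase-7 mutant as dispensed; Also added: DEVD-pNA substrate; Medium: Zinc-free HEPES pH 7.4 with 300 mM NaCl, 0.01% Triton X-100; Timing: 1 h compound preincubation, 2 h substrate cleavage, 25 °C; Measured by: Epi-absorbance of released pNA at 405 nm, two timepoints.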
AHR activator – activators of human aryl hydrocarbon receptor. activation, % at 5 µM. AHR-responsive luciferase reporter cells, luminescence. AID 2796. hit rate 2.5% among 320,000. P35869; in the data active = activation above about 47%;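 note: 0% = vehicle wells and 100% = reference agonist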
Target sequence (P35869 whole entry, looked up): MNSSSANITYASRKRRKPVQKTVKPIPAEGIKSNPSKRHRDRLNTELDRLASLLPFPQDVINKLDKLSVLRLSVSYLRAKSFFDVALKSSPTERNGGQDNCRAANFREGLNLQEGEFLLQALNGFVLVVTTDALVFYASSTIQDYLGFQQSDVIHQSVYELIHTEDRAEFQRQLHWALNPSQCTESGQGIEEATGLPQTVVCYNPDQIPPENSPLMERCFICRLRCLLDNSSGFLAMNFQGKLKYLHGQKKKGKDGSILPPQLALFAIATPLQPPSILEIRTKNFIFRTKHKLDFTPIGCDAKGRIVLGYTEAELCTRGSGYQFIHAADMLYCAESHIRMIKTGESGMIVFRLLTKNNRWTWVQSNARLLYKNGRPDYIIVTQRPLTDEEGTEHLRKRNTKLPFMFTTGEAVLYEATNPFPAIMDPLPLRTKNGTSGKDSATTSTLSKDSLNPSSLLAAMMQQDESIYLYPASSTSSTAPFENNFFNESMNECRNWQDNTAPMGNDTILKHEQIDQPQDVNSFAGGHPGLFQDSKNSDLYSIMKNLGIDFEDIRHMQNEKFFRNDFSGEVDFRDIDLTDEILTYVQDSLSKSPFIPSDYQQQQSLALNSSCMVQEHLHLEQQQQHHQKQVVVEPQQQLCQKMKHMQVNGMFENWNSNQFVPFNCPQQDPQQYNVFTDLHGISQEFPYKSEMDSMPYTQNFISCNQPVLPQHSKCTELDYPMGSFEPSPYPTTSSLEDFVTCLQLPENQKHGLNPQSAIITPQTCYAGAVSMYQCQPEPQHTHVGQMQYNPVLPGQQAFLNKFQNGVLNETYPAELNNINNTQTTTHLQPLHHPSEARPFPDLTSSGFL
LAP4-GFP MLPCN – yeast TOR pathway LAP4-GFP modulation; S. cerevisiae LAP4-GFP multiplex, flow cytometry GFP, 3 h; median GFP as percent of DMSO wells; GFP response vs DMSO, % at 10 µM; hit rate 0.34% among 320,000;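 active = GFP response vs DMSO above a set limit, about the screen mean plus 3 SD, cut at about 150% in these data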
RPL19A-GFP yeast – modulators of TOR pathway RPL19A-GFP in S. cerevisiae; percent response vs DMSO, % at 10 µM; S. cerevisiae RPL19A-GFP strain, flow cytometry, 3 h; stronger effect = lower value; hit rate 0.3% among 330,000; AID 2025;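 active = percent response vs DMSO below 50%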;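 note: median channel GFP fluorescence of the barcoded RPL19A-GFP strain; ratio of sample median GFP to plate DMSO average so 100% = DMSO; lower means less RPL19A-GFP as with rapamycin TOR inhibition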
procasp3 activ – procaspase-3 (human) activation | P42574 | recombinant procaspase-3 D3A, Ac-DEVD-pNA absorbance 405 nm | activation, % at 8.5 µM | hit rate 0.11% among 330,000 | AID 463141;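 active = activation above the mean of all tested compounds plus 3 SD, cut at about 21% in these data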;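 note: 0% = DMSO alone and 100% = DMSO wells spiked with extra 5 µM PC-3 D3A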
Target sequence (P42574 whole entry D9A/D28A/D175A): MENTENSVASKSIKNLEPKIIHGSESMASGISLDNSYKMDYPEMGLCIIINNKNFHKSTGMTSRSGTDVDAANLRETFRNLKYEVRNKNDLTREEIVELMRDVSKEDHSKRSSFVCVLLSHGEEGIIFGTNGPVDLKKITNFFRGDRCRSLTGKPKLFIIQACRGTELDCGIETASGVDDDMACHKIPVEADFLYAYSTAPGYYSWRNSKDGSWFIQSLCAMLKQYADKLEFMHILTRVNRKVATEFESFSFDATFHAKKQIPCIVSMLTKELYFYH
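Test system: Procaspase-3 D3A mutant; medium: Zinc-free HEPES/NaCl buffer with 0.01% Triton X-100 at pH 7.4; reagent: DEVD-pNA substrate; doses: one concentration, 8.5 µM nominal, 0.8% DMSO; times: 1 h preincubation plus 2 h reaction at 25 °C; signal: Epi-absorbance at 405 nm of released p-nitroaniline, 0 and 120 min; replicates: singlicate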
MEP2 TOR yeast – modulators of TOR pathway MEP2-GFP in S. cerevisiae; S. cerevisiae MEP2-GFP strain, flow cytometry GFP, 3 h; 100% = DMSO control level; GFP response vs DMSO, % at 10 µM; hit rate 0.51% among 330,000;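 active = GFP response versus DMSO above a set limit, roughly screen mean plus 3 SD, cut at about 180% in these data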;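 note: median GFP fluorescence of the barcode-gated MEP2-GFP cells per well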
CIT2-GFP yeast – yeast TOR pathway CIT2-GFP modulation; S. cerevisiae CIT2-GFP strain, flow cytometry, 3 h; 100 means same as DMSO wells; GFP response vs DMSO, % at 10 µM; hit rate 0.065% among 320,000; AID 2029;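 active = GFP response relative to DMSO above a set limit, near the screen mean plus 3 SD, cut at about 150% in these data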;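 note: ratio of well median GFP fluorescence to mean of DMSO wells on the plate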
The depositor's hits bear a star; / = not tested or not shown. Hits appear at their usual frequency (roughly 3.5% active in at least one column).

SMILES	AGP1-GFP MLPCN	procasp7 counter	AHR activator	LAP4-GFP MLPCN	RPL19A-GFP yeast	procasp3 activ	MEP2 TOR yeast	CIT2-GFP yeast
CCCCN(C(=S)Nc1cccc(SC)c1)C1CCN(C(C)=O)CC1	101	-9	6	111	97	1	102	95
Cc1ccc(OCC(O)Cn2c(N3CCOCC3)nc3c2c(=O)[nH]c(=O)n3C)cc1 (configuration not stated)	109	2	1	108	104	5	105	106
Cc1cc(NC(=O)c2cc(-c3ccncc3)nc3c(C)cccc23)no1	100	-13	16	103	97	-3	100	102
C=CCc1cccc(CNc2ccc(Br)cc2)c1O	97	6	71*	108	96	0	111	79
COc1ccccc1-n1c(=O)c2c3c(sc2n2c(SC(C)C)nnc12)CCC3	102	-5	0	101	102	0	102	109
O=C(NCc1cccnc1)c1cccc(S(=O)(=O)Nc2cccc(Cl)c2)c1	111	9	1	114	108	11	108	103
COc1ccccc1CNC(=O)c1csc(Cc2ccc(Cl)cc2)n1	92	1	6	111	97	-5	96	88
CCCCCC1CC(CC/C(C)=N/NC(N)=O)C(=O)O1 (configuration not stated)	110	5	1	110	101	2	103	102
COc1ccc(C2SCCN2C(=S)Nc2ccc(F)cc2)cc1 (configuration not stated)	96	-4	2	89	98	-5	105	100
O=S(=O)(Nc1ccc(F)cc1)N1CCCCCC1	91	-9	1	95	88	8	84	93
COc1ccc(S(=O)(=O)N2N=C(c3ccc(NS(C)(=O)=O)cc3)CC2c2ccco2)cc1 (configuration not stated)	100	-6	14	101	108	0	107	105
CCOC(=O)N1CCN(C(=O)Cc2ccc(-n3c(=S)[nH]c4ccccc4c3=O)cc2)CC1	105	8	-4	87	101	-2	95	104
Cc1ccc(C(O)(C(=O)NN(C(=O)c2ccccc2)c2ccccc2)c2ccc(C)cc2)cc1	102	4	0	102	109	-13	102	106
N#C/C(=C\c1c[nH]c2ccccc12)C(=O)Nc1ncc(Cc2ccc(Cl)cc2Cl)s1	98	-34	0	102	94	-15	102	85
CN(C)C(=O)c1cc(C(=O)c2ccccc2Cl)c[nH]1	108	3	0	101	101	5	96	111
CN(CC(=O)Nc1c(Cl)cccc1Cl)C(=O)CCc1nc2sc3c(c2c(=O)[nH]1)CCCC3	111	1	7	109	106	5	108	105
O=C(Cc1ccc(Br)cc1)NCc1ccccc1	95	-3	0	91	100	-1	105	98
Cc1ccc(-c2csc3ncn(CC#N)c(=O)c23)cc1C	98	6	5	105	106	9	102	102
CCN1CCN(c2ncc(C(=O)Nc3c(F)cc(F)cc3Br)c3ccccc23)CC1	/	3	4	86	95	-1	82	92
Cc1ccc(-n2c(=O)c3sccc3n(Cc3cc(=O)n4cc(Cl)ccc4n3)c2=O)cc1F	100	-3	2	101	102	1	107	86
O=C(CN1CCOCC1)Nc1ccc(S(=O)(=O)N2CCCCCC2)cc1	100	8	0	94	96	0	90	101
COc1ccc(C2(C)NC(=O)N(CC(=O)NC3CC3)C2=O)cc1 (configuration not stated)	101	8	0	95	102	3	100	101
O=C(c1cc(-c2ccncc2)nc2ccc(Cl)cc12)N1CCN(Cc2ccc3c(c2)OCO3)CC1	92	6	6	96	95	0	99	95
CC(C(=O)NC1C(=O)N2C(C(=O)O)=C(CSc3nnnn3C)CSC12)n1cc(Br)cn1 (configuration not stated)	95	-28	-1	96	95	-10	88	93
COc1ccc(S(=O)(=O)N/N=C(/C)c2ccc(Cl)cc2)cc1	102	1	0	94	98	4	92	97

Next compounds follow:
SMILES	AGP1-GFP MLPCN	procasp7 counter	AHR activator	LAP4-GFP MLPCN	RPL19A-GFP yeast	procasp3 activ	MEP2 TOR yeast	CIT2-GFP yeast
O=C(COC(=O)Cn1[nH]c(=O)c2ccccc2c1=O)NNC(=O)c1ccc(Br)cc1	96	0	2	93	97	5	93	99
COc1ccc(NC(=O)c2sc(=S)[nH]c2N)cc1	99	-25	9	99	98	-5	103	94
O=C(COc1nsnc1N1CCOCC1)N/N=C/c1ccccc1O	108	11	2	87	105	-1	95	98
O=C(NCCc1ccccc1)c1cccc(Br)c1	92	-3	0	103	108	4	104	95
CCOC(=O)c1[nH]c2c(c1-c1ccccc1)C(=O)CC(c1ccc(Cl)cc1)C2 (configuration not stated)	98	7	8	96	103	-8	106	93
Cc1ccc(NS(=O)(=O)c2ccccc2)c2c1CC(C)(C)O2	112	4	0	104	97	-5	104	109
CCOC(=O)[C@H]1[C@H]2COc3ccc(C)cc3[C@@H]2N2C(=O)CN(Cc3ccc(F)cc3)C(=O)[C@@]12C	92	3	-1	96	93	3	91	90
Cc1oc(-c2ccccc2)cc1C(=O)NCc1ccncc1	97	4	25	94	92	-3	91	89
CN(C)c1nc(SCCOC(=O)COc2ccc(Cl)cc2Cl)nc(N(C)C)n1	99	-5	1	104	97	3	99	86
CCn1nc(NS(=O)(=O)c2ccc(F)cc2)c2cc3cccc(C)c3nc21	103	-7	1	106	93	-9	102	102
CCOc1ccc(/C(O)=C2/C(=O)C(=O)N(CCN(CC)CC)C2c2ccco2)cc1 (configuration not stated)	110	-22	1	102	106	5	103	113
CCCNC(=O)c1c(O)c2c([nH]c1=O)CCCC2	84	4	-3	85	83	4	87	/
S=c1[nH]nc(COc2ccc3c(c2)OCO3)n1-c1ccccc1	110	-2	4	101	99	-13	108	104
CC(=O)c1ccccc1NC(=O)CCNC(=O)c1ccco1	95	-6	13	88	103	-4	100	99
COc1ccc(OCC(=O)NNC(=O)Cc2coc3cc(OC)ccc23)cc1	64	14	4	83	99	8	113	75
O=C(c1nc[nH]c1C(=O)N1CCN(c2ccccc2)CC1)N1CCN(c2ccccc2)CC1	98	4	-2	101	94	-6	93	99
Cc1ccc(C(=O)Nc2ccc3c(c2)OCCO3)o1	100	0	6	113	99	-5	103	103
CNC(=S)N(CCc1c(C)[nH]c2ccccc12)Cc1cc(OC)c(OC)c(OC)c1	100	8	5	101	99	13	100	99
CC1Cc2cc(/C(O)=C3/C(=O)C(=O)N(CC4CCCO4)C3c3ccco3)ccc2O1 (configuration not stated)	/	-64	3	111	107	-15	103	106
Cc1ccc(NC(=O)c2ccc(C)cc2)cc1	106	-3	-2	113	101	14	104	99
S=c1[nH]nc(COc2ccccc2)n1/N=C/c1cccc(Cl)c1Cl	94	-8	2	89	107	-2	110	96
CN(C)c1ccc(-c2ccc3oc(-c4ccsc4)cc(=O)c3c2)cn1	95	-6	2	98	92	-4	95	83
COC(=O)c1ccc(C2/C(=C(\O)c3cccc(OC)c3)C(=O)C(=O)N2CCCN(C)C)cc1 (configuration not stated)	91	4	-2	86	99	-8	98	95
O=C(O)C(Cc1cc2ccccc2[nH]1)N1C(=O)C2CC=C(Cl)CC2C1=O (configuration not stated)	100	-2	21	105	100	3	101	101
CS(=O)(=O)c1ccc(NC(=O)c2cccc(S(=O)(=O)N3CCN(Cc4ccccc4)CC3)c2)cc1	102	-3	1	102	97	-2	95	102

Whole records, looked up by structure. Order of values: AGP1-GFP MLPCN, procasp7 counter, AHR activator, LAP4-GFP MLPCN, RPL19A-GFP yeast, procasp3 activ, MEP2 TOR yeast, CIT2-GFP yeast
Record of CS(=O)(=O)c1ccc(NC(=O)c2cccc(S(=O)(=O)N3CCN(Cc4ccccc4)CC3)c2)cc1 = 102, -3, 1, 102, 97, -2, 95, 102
Record of CN(C)c1ccc(-c2ccc3oc(-c4ccsc4)cc(=O)c3c2)cn1 = 95, -6, 2, 98, 92, -4, 95, 83
Record of COc1ccc(OCC(=O)NNC(=O)Cc2coc3cc(OC)ccc23)cc1 = 64, 14, 4, 83, 99, 8, 113, 75
Record of O=C(COC(=O)Cn1[nH]c(=O)c2ccccc2c1=O)NNC(=O)c1ccc(Br)cc1 = 96, 0, 2, 93, 97, 5, 93, 99
Record of CC(=O)c1ccccc1NC(=O)CCNC(=O)c1ccco1 = 95, -6, 13, 88, 103, -4, 100, 99

Continued:
SMILES	AGP1-GFP MLPCN	procasp7 counter	AHR activator	LAP4-GFP MLPCN	RPL19A-GFP yeast	procasp3 activ	MEP2 TOR yeast	CIT2-GFP yeast
CCCCC(=O)N/C(N)=N/c1nc2ccccc2o1	113	20	2	113	100	-2	98	108
COc1ccc(CCN(C)C(=O)c2ccc(C)c(S(=O)(=O)N3CCCCC3)c2)cc1OC	91	9	-1	96	90	3	96	96
COc1ccccc1C(=O)n1nc(-c2ccc(Cl)cc2)nc1N	103	3	8	119	105	-4	102	89
CC(C)C(C)NC(=O)CSc1nc2scc(-c3ccco3)c2c(=O)n1-c1ccccc1 (configuration not stated)	99	1	1	99	97	-4	96	97
CCc1nnc(NC(=O)C2CCCN2S(=O)(=O)c2ccc(C)cc2)s1 (configuration not stated)	102	2	3	94	100	6	96	94
CC(=O)c1sc(-c2ccc(F)cc2F)nc1C	94	0	-4	101	97	-5	102	94
Cc1ccc(S(=O)(=O)N2CCCC(C(=O)Nc3cccnc3)C2)cc1 (configuration not stated)	95	11	4	91	99	4	95	94
CC(Oc1ccccc1)C(=O)NC1C(=O)N2C1SC(C)(C)C2C(=O)O (configuration not stated)	113	-7	-2	105	118	-7	113	111
CC1(C)CC(=O)C2=C(C1)OC(N)=C(C#N)C21C(=O)N(CN2CCOCC2)c2ccccc21 (configuration not stated)	91	-3	11	103	93	4	114	102
COc1ccc(Cc2noc(CN(C)Cc3ccc(-n4cccn4)cc3)n2)cc1OC	94	3	1	107	96	0	94	93
O=C1CNC(=S)N1Cc1ccc(Cl)cc1	100	-4	4	107	104	4	110	103
Nc1nc(C(=O)N2CCOCC2)nn1C(=O)c1ccc(Cl)cc1	107	1	-1	106	103	-3	104	102
O=c1cc(CO)oc(C(Nc2cccc(C(F)(F)F)c2)c2ccccn2)c1O (configuration not stated)	97	-9	12	100	100	-6	102	95
COc1ccc(-c2cnnc(N/N=C/c3ccc(O)c(O)c3)n2)cc1	99	3	30	102	104	4	105	93
CC(C)(C)c1csc(NC(=O)c2ccccc2O)n1	89	-2	0	96	97	-1	100	98
CSC1=N/C(=C\c2ccccc2F)C(=O)S1	102	-5	0	98	104	-2	103	105
Cc1ccc(N2CCC(N3CCN(C)C(CCO)C3)CC2)cc1 (configuration not stated)	98	6	1	90	100	0	123	106
Cn1c(=O)oc2cc(S(=O)(=O)N3CCC(C(=O)N4CCN(c5ccc(F)cc5)CC4)CC3)ccc21	96	4	-2	100	99	0	104	97
CN(/N=C/c1ccncc1)c1cnc2ccccc2n1	120	-4	41	121	95	-5	115	99
C[C@H](NC(=O)c1ncn(Cc2ccccc2)c1C(=O)N[C@@H](C)c1ccccc1)c1ccccc1	97	4	-4	94	96	0	99	93
CC1CCCC(C)N1C(=O)Nc1cccc(Cl)c1 (configuration not stated)	95	-3	2	105	99	6	100	95
CC(=O)Nc1ccc(NC(=O)C(C)OC(=O)C(C)SCC(=O)Nc2ccc(C)cc2)cc1 (configuration not stated)	90	-5	3	91	89	-1	97	85
Cc1cccc(OCC(=O)Nc2ccc(NC(=O)c3ccccc3)cc2)c1	91	5	-1	70	108	1	104	95
COCCNc1nc(=S)[nH]c2cc(OC)c(OC)cc12	100	6	12	90	92	2	94	101
N#CCCN(Cc1ccccc1)C(=S)NC(=O)c1ccccc1	98	-28	1	99	97	4	98	102
